ABCG2 block – ABCG2 efflux pump inhibitors, primary screen, multiplex with ABCB1, IgMXP3 cells, flow cytometry; AID 1325, 2008; inhibition, % at 6.6 µM; JC-1 efflux; 190,000 tested, 0.1% active;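 active = inhibition above 80%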;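 note: 0% = DMSO and 100% = nicardipine control wells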
Target sequence (Q9UNQ0 whole entry, looked up): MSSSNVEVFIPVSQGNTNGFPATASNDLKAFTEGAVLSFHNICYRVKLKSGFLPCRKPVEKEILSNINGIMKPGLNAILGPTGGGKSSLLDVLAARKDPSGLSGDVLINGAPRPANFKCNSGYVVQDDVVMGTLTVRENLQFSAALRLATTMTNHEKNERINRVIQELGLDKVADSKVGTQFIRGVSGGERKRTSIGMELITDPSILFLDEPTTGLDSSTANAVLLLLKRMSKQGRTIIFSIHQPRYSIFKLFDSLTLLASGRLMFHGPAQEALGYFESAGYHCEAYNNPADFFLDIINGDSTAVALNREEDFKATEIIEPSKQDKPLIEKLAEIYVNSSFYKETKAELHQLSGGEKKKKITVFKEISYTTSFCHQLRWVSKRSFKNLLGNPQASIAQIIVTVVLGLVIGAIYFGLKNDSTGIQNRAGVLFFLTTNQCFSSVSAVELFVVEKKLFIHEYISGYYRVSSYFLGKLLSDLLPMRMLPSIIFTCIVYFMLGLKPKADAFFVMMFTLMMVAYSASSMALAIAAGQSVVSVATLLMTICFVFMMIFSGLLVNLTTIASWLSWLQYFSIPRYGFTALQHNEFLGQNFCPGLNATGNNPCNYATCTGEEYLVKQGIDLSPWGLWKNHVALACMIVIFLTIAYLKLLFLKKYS
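material = IgMXP3 (ABCG2) plus far-red-tagged CCRF-Adr (ABCB1) cells | amount = 3 million cells/mL, equal mix of both lines | also added = JC-1 transporter substrate | dosing = one concentration, 6.6 µM final | schedule = 10 min at 25 °C | measured by = flow cytometric JC-1 green MFI at 530 nm | read-out basis = percent efflux inhibition, scaled nicardipine 100% to DMSO 0%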
Bcl-W Bim block – inhibitors of Bim binding to Bcl-W, primary screen, biochemical, multiplexed, bead-based flow cytometry; AID 952, 2007; inhibition, % at 10 µM; Bim peptide-Bcl-W binding; 190,000 tested, 0.02% active;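 note: 0% = bound tracer without compound and 100% = peptide blocker; higher means less fluorescent Bim peptide bound to Bcl-W beads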
Target sequence (Q92843 whole entry, looked up): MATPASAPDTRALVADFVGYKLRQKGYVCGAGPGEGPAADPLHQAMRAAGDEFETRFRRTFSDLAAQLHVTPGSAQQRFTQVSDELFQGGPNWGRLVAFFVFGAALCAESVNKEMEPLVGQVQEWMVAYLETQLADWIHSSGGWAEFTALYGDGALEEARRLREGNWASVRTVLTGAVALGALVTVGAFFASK
Bcl-2 Bim block – inhibitors of Bim-Bcl-2 binding, primary screen, biochemical, multiplexed, human Bcl-2 family; Apoptosis regulator Bcl-2 (Homo sapiens), P10415; 190,000 tested, 0.06% active; Bead-based flow cytometry, Bim peptide-Bcl-2 binding; inhibition, % at 10 µM; in the data active = inhibition above about 40%; inconclusive = no clear call, values can overlap the other calls;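 note: 0% = no compound wells with probe peptide and 100% = reference peptide inhibitor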
Bim-Bfl-1 – inhibitors of Bim binding to Bfl-1, primary screen, biochemical, multiplexed, bead-based flow cytometry; Bcl-2-related protein A1 (Homo sapiens), Q16548; Bim-Bfl-1 binding inhibition; inhibition, % at 10 µM; 190,000 tested, 0.12% active; AID 1008, 2008;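 note: 0% = wells without compound plus tracer and 100% = blocker peptide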
ABCB1 inh – ABCB1 efflux pump inhibitors, primary screen, cell-based, multiplex, flow cytometry, ABCG2 counter-screen; ATP-dependent translocase ABCB1 (Homo sapiens), P08183; CCRF-Adr cells, JC-1 efflux; inhibition, % at 6.6 µM; 190,000 tested, 0.067% active; AID 1326, 2008; in the data active = inhibition above about 40%;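 note: 0% = vehicle and 100% = reference inhibitor; higher value means more JC-1 retained so stronger ABCB1 efflux block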
Bim-Bcl-XL – inhibitors of Bim-Bcl-XL binding, primary screen, biochemical, multiplexed, bead flow cytometry, human Bcl-XL | Bcl-2-like protein 1 (Homo sapiens), Q07817 | Bim peptide-Bcl-XL binding, fluorescence | inhibition, % at 10 µM | 190,000 tested, 0.04% active | AID 1007, 2008
Target sequence (Q07817 whole entry, looked up): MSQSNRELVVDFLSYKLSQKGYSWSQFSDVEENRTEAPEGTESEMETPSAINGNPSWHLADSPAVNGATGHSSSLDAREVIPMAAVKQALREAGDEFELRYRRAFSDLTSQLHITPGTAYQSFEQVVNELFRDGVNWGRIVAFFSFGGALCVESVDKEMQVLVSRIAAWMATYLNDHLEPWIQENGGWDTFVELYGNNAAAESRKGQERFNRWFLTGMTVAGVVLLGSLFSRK
RGS7-Gao reg – RGS7-Galphao binding modulators, primary screen, biochemical, multiplexed bead flow cytometry; binding response (% of control), % at 10 µM; 220,000 tested, 0.35% active; actives lie on both sides; AID 1439, 2008; Guanine nucleotide-binding protein G(o) subunit alpha (Homo sapiens), P09471; in the data active = binding response below about 49% or above about 150%; inconclusive = no clear call, values can overlap the other calls; inactive = in between;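 note: fluorescent Galphao held in activated GDP-AlF4 state binding bead-coupled RGS7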
GSH bead fluor – compound fluorescence on glutathione beads, profiling panel, artefact control, biophysical, 488/530 nm, flow cytometry; 190,000 tested, 0.25% active; fluorescence (KMESF) at 10 µM; GSH beads flow cytometry, compound fluorescence 488/530 nm; hits give high values; AID 1776, 2009; in the data active = fluorescence above about 89;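 note: glutathione beads carrying GST-tagged Bcl family fusion proteins plus one bare bead set; values are compound well signal with DMSO vehicle wells as background; inactives centre near 16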
RGS8-Gao – RGS8-Galphao binding modulators, primary screen, biochemical, multiplexed bead flow cytometry | Guanine nucleotide-binding protein G(o) subunit alpha (Homo sapiens), P09471 | actives lie on both sides | response (percent of control binding), % at 10 µM | 220,000 tested, 0.34% active; in the data active = response below about 60% or above about 140%; inactive = in between;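 note: Galphao activated as the GDP aluminium fluoride complex binding bead-coupled RGS8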
RGS4-Gao reg – modulators of RGS4 binding to Galphao, primary screen, biochemical, multiplexed bead flow cytometry; binding response (% of control), % at 10 µM; AID 1415, 2008; 220,000 tested, 0.33% active; actives lie on both sides; in the data active = binding response below about 49% or above about 150%; inactive = in between;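 note: fluorescent Galphao activated with aluminum fluoride binding bead-coupled RGS4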
Bcl-B Bim block – inhibitors of Bim-Bcl-B binding, primary screen, biochemical, multiplexed, human Bcl-2 family. bead-based flow cytometry, Bim peptide-Bcl-B binding. inhibition, % at 10 µM. 190,000 tested, 0.073% active;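 note: 0% = tracer peptide without compound and 100% = reference inhibitor peptide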
The depositor's hits bear a star; ? = inconclusive. Cut-off read from the data, not from the text of the source, unless noted: active = inhibition above about 40%.

SMILES	ABCG2 block	Bcl-W Bim block	Bcl-2 Bim block	Bim-Bfl-1	ABCB1 inh	Bim-Bcl-XL	RGS7-Gao reg	GSH bead fluor	RGS8-Gao	RGS4-Gao reg	Bcl-B Bim block
O=C(Cc1ccccc1)NCCc1ccc(Cl)cc1Cl	25	-2	-6	-17	0.8	-3	97	10	99	95	-6
O=C(Cn1c(=O)n(CC2CCCO2)c(=O)c2ccccc21)c1ccccc1 (configuration not stated)	1	0	-2	-8	0.6	-8	120	39	112	122	-4
CCOC(=O)c1cc2c(=O)n3ccccc3nc2n(Cc2ccco2)c1=NC(=O)c1cccc(OC)c1	12	3	2	8	9.2	2	112	9	119	104	1
N#Cc1cccc(NC(=O)COC(=O)c2ccccc2Sc2ccccc2C#N)c1	-9	-6	-8	-7	0.4	-9	105	11	104	103	-8
COc1ccc(Cl)cc1N1CC(C(=O)Nc2nccs2)CC1=O (configuration not stated)	2	7	-4	-4	0.2	1	100	38	109	95	-5
Cc1cc(C)c2c(CN3CCN(Cc4ccc5c(c4)OCO5)CC3)cc(=O)oc2c1	1	-1	-2	-2	0.5	0	100	11	104	101	0
CN(Cc1cccs1)C(=O)CCc1c[nH]c2ccccc12	20	1	48*	20	1.4	-1	?	8	100	99	50*
COc1ccc(NC(=O)C2CCCN2S(=O)(=O)c2cccc3cccnc23)c(OC)c1 (configuration not stated)	4	0	-7	-9	-1.4	-4	98	24	102	98	-6
CCCCN(C(=O)CSc1nncn1-c1ccccc1OC)c1c(N)n(Cc2ccccc2)c(=O)[nH]c1=O	8	-3	2	3	0.4	-2	?	16	100	99	2
CC(=C/C(=O)O)/C=C/c1cccs1	0	1	-1	-1	0.0	2	104	65	104	101	0
COc1cc(C)c(Cl)cc1S(=O)(=O)n1cnc2ccccc21	0	1	-11	-13	0.1	-9	109	26	102	105	-10
O=C(CSc1nnc(NC(=O)c2ccco2)s1)Nc1ccc2c(c1)OCCO2	-1	0	0	-3	-1.2	0	95	14	96	95	-5
Cc1cc(N)n(-c2ccc(Cl)cc2)n1	5	-3	-7	-4	0.5	-2	93	10	100	98	-3
CN(CC(=O)OCC(=O)Nc1ccccc1)S(=O)(=O)c1ccc(Cl)cc1	2	1	-4	-16	0.3	-4	96	6	99	95	-4
CC(=O)OCc1c(C(F)(F)F)nn(C)c1Sc1ccccc1	4	1	-13	-14	0.6	-5	96	13	101	99	-10
CCOC(=O)c1cnc(SCC(=O)N2CCC(C(N)=O)CC2)nc1N	-1	-7	-4	-4	-0.3	-6	101	14	103	102	-10
CCCOC(=O)c1c(NC(=O)C2C3C=CC(C3)C2C(=O)O)sc2c1CCC(C)C2 (configuration not stated)	0	-10	-5	14	-0.1	-16	123	13	89	98	-40
O=c1c2ccccc2oc2nc3ccn(Cc4ccncc4)c(=O)c3cc12	1	0	-8	-11	0.3	0	98	20	100	98	-2
CN1CCN(C(=S)Nc2cccc(C(F)(F)F)c2)CC1	0	2	3	0	-0.3	0	104	20	100	101	2
O=C(O)[C@H]1CCC(=O)N1Cc1ccco1	3	-2	-6	-14	0.5	-7	100	61	100	101	-9
C/C(CC(=O)NC(C)C)=N\NC(=O)C(c1ccccc1)c1ccccc1	2	-1	0	-4	0.3	-3	101	11	98	100	-1
O=C(CS(=O)(=O)Cc1ccccc1)NCc1ccco1	2	0	0	-4	0.3	0	101	10	101	103	0
O=C(NCCN1CCOCC1)c1cc2c(=O)n3ccccc3nc2n1Cc1ccccc1	4	-3	-2	-2	1.4	-5	103	17	102	104	-3
N/C(=N\OC(=O)c1ccccc1Cl)c1ccc(Cl)cc1	3	0	-4	-10	0.0	-5	105	17	102	103	-8
CC(=O)Nc1nonc1C(=O)N1CCC(C)CC1	10	-3	0	-1	1.7	-3	92	15	78	90	-3

The closing two compounds of the part before lead into the next:
SMILES	ABCG2 block	Bcl-W Bim block	Bcl-2 Bim block	Bim-Bfl-1	ABCB1 inh	Bim-Bcl-XL	RGS7-Gao reg	GSH bead fluor	RGS8-Gao	RGS4-Gao reg	Bcl-B Bim block
N/C(=N\OC(=O)c1ccccc1Cl)c1ccc(Cl)cc1	3	0	-4	-10	0.0	-5	105	17	102	103	-8
CC(=O)Nc1nonc1C(=O)N1CCC(C)CC1	10	-3	0	-1	1.7	-3	92	15	78	90	-3
COC(=O)CSCC(=O)Nc1nnc(-c2ccccc2C)s1	3	-4	-4	-8	0.1	-4	102	13	106	104	-2
CCN1CCCC1CNC(=O)c1cc(NC(C)=O)c(N(C)C)cc1OC (configuration not stated)	-3	-1	-3	-1	-2.7	-3	96	21	98	98	-2
C=CCSc1nc2ccccc2n1C(=O)/C=C/c1cc(OC)c(OC)c(OC)c1	9	1	-8	-9	1.2	-4	97	13	99	97	-8
CC1(c2ccc(Cl)cc2)NC(=O)N(CC(=O)NCc2cccs2)C1=O (configuration not stated)	-11	-3	-1	0	-0.7	-9	99	11	100	103	-6
O=S(=O)(/C=C/c1ccccc1)n1cnc2ccccc21	0	3	0	-12	0.0	-2	106	29	100	102	-5
O=C(NNS(=O)(=O)c1ccccc1)c1sccc1-n1cccc1	7	0	-1	0	6.7	0	99	27	103	99	2
COc1ccc(C)cc1N(C)C(=O)c1coc(=O)c2ccccc12	2	2	-1	-9	0.6	-3	103	14	101	101	-4
COc1cccc(N2CCN(Cc3nc(N)nc(Nc4ccccc4)n3)CC2)c1	3	-4	-8	-13	0.4	-10	99	40	103	103	-13
Nn1c(Cc2cccc3ccccc23)nnc1SCc1ccc(Cl)c(Cl)c1	82*	-5	-4	0	66*	-3	103	26	102	101	-9
Cc1cc(NC(=O)c2ccc3c(c2)OCCO3)ccc1NC(=O)c1cc2ccccc2o1	0	0	0	0	-0.4	0	100	10	96	102	-4
Cc1ccc(Cl)cc1N(CC(=O)Nc1cccc(N(C)S(C)(=O)=O)c1)S(C)(=O)=O	0	-4	-2	-4	-0.3	0	104	10	101	103	-5
CC(C)CC(=O)NCCCCc1ccccc1	1	-3	-8	-9	0.6	-1	100	9	100	100	0
Cc1cccc(CCNC(=O)CCc2c(C)nc3ncnn3c2C)c1	28	0	0	-1	0.2	-2	101	20	102	102	0
Cc1ccc(C)c(CS(=O)(=O)c2cn(CC(=O)N3CCC(C)CC3)c3ccccc23)c1	3	-6	-6	-10	1.4	-10	100	21	99	100	-12
COc1ccc(S(=O)(=O)N2CCCC(C(=O)NCCC(C)C)C2)cc1 (configuration not stated)	0	-2	-4	-2	0.3	-2	?	12	99	97	-3
NC(=S)N1OC[C@@H]2COc3ccc4ccccc4c3[C@@H]21	0	-1	1	-3	-0.5	0	105	20	102	102	-1
CCOc1ccc(C(=O)Nc2cccc(-c3ccc4nncn4n3)c2)cc1	0	-4	4	-4	0.1	-4	87	21	99	89	-5
O=C(CNC(=S)N(Cc1ccccc1F)C1CCCCC1)NCC1CCCO1 (configuration not stated)	0	3	0	-1	0.5	1	100	12	102	103	-7
Cc1ccc(NC(=O)CCn2nc(C)cc2C)cc1	4	1	-6	-15	0.3	-5	98	36	106	101	-5
CCc1cccc2c(C(=O)COC(=O)c3cccc(S(=O)(=O)N(C)C4CCCCC4)c3)c[nH]c12	0	-6	-13	-11	0.2	-8	100	10	103	105	-10
CCN(CC(=O)Nc1ccc(OC)cc1)CC(=O)Nc1ccc(Br)cc1F	12	-1	-1	-9	1.2	-4	105	22	99	102	-2
O=C(COC(=O)c1c2c(nc3ccccc13)CCCCC2)c1ccc(Cl)s1	-2	-3	-3	-2	-0.3	-4	99	11	101	100	-4
COc1ccccc1C(=O)NC(C)c1nc2ccccc2[nH]1 (configuration not stated)	2	0	-4	-3	0.6	-2	101	24	99	100	-2
NC(=O)CSc1nnc(Cn2c(=O)sc3ccccc32)n1CCc1ccccc1	2	-6	-3	-5	0.5	-8	97	15	97	97	-12
Cc1ccccc1OCc1nnc(SCC(=O)O)n1Cc1ccccc1	1	1	-5	-5	1.6	-2	?	16	100	99	0

Next part
SMILES	ABCG2 block	Bcl-W Bim block	Bcl-2 Bim block	Bim-Bfl-1	ABCB1 inh	Bim-Bcl-XL	RGS7-Gao reg	GSH bead fluor	RGS8-Gao	RGS4-Gao reg	Bcl-B Bim block
CCOc1ccccc1C(=O)Nc1nnc(C(C)C)s1	8	2	-6	-10	1.0	-2	93	20	94	96	-7
COc1ccccc1C(=O)Nc1ccc2nc(SCC(=O)N(C)C)sc2c1	8	-5	-1	-1	1.1	-6	96	12	88	99	-3
O=C(CSc1nc(-c2ccccc2Cl)ns1)Nc1ccc2c(c1)OCO2	0	15	13	24	-0.2	21	87	14	85	94	13
COc1ccc(C2C(C(=O)Nc3ccccc3)=C(C)N=C3SCC(=O)N32)cc1 (configuration not stated)	-2	-5	-2	-3	-0.7	-8	101	16	105	97	-8
Oc1ccc(N=Nc2cccc(Cl)c2)cc1C=Nc1ccc(N2CCOCC2)cc1	6	0	2	14	0.1	-13	90	16	95	97	-15
CCOC(=O)c1ccc(NC(=O)c2cccc(S(=O)(=O)N3c4ccccc4CC3C)c2)s1 (configuration not stated)	-16	-2	-1	0	-0.1	-3	106	5	106	104	-5
COc1ccc(N2CCN(CC(=O)Nc3sccc3C#N)CC2)cc1	5	-2	2	5	1.1	-1	98	9	104	97	0
CCOC(=O)CCC(=O)N1CCNC(=O)C1	0	1	-5	-7	0.0	0	100	24	101	103	-5
CC(C)(C)c1cc(/C=N/O)cc(C(C)(C)C)c1O	-7	-3	2	0	0.0	-6	120	26	106	122	-8
O=C(O)c1ccccc1NS(=O)(=O)c1cccc(C(F)(F)F)c1	0	-1	-4	-9	0.0	-1	112	31	101	105	-6
CCC(=O)Nc1cc(C(=O)O)ccc1Sc1ccc(C)cc1	0	4	1	2	0.0	0	96	10	96	94	-3
Cc1ccccc1-c1nc(CN2CCC(C(=O)NCc3cccs3)CC2)c(C)o1	9	-1	-11	-16	1.6	-8	101	35	102	100	-7
CCc1nnc(NC(=O)c2ccc(-c3cc(C(F)(F)F)ccc3Cl)o2)s1	1	-2	-2	-1	0.2	-1	95	14	100	97	-2
COc1ccc(C(=O)C2CCCN(Cc3ccc(C#CCCO)cc3)C2)c(OC)c1 (configuration not stated)	1	0	-4	-5	0.6	-4	98	9	99	98	-3
CC(C)OC(=O)CC1=NC(=O)CS1	0	-5	-9	-10	0.0	-8	98	14	101	99	-10
Cc1n[nH]c(=O)n1-c1ccc(Oc2ccccc2)cc1	1	-2	-1	-1	0.2	0	95	14	99	94	0
COC(=O)N(C)c1nc2ccccc2s1	2	0	-3	-10	0.1	-4	95	25	101	97	-7
Cc1c(Cl)c([N+](=O)[O-])nn1CCCC(=O)Nc1c(Cl)cccc1Cl	11	0	5	1	11	1	102	22	102	102	5

Bioassay records from PubChem BioAssay.

Outcome played no part in choosing rows; about 1.1% have a hit in one of these screens.
